High-throughput results (PubChem)
Neddylation inh: cullin neddylation inhibition. calls only at 25 µM. 360,000 tested, 0.58% active. TR-FRET cullin neddylation, biochemical; in the data active means inhibition above about 36%
Rin1 Abl inh: inhibitors of human Rin1-Abl protein interaction; TR-FRET Rin1/Abl binding, biochemical; 360,000 tested, 0.4% active; P00519+Q13671; inhibition, % at 7.35 µM; in the data active means inhibition above about 5%, passing the limit was not always enough
CSN inh: inhibitors of human CSN-mediated cullin deneddylation | 360,000 tested, 0.38% active | inhibition, % at 12.5 µM | Purified CSN, SCF-Nedd8-OG deneddylation, fluorescence polarization | Q92905;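 active means pattern-corrected inhibition above about 35%, with an unprinted fluorescence ratio check between 0.5 and 1.5, limit read from the data, passing the limit was not always enough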;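 further: 0% = enzyme with substrate and 100% = substrate without enzyme; some results filed as inactive read as strong as hits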
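Test system: purified human Csn5 enzyme expressed in HEK293T cells. Amount: 0.24 nM enzyme. Reagent: SCFSkp2-Nedd8OG substrate at 10 nM final. Schedule: 90 min incubation of compound, enzyme and substrate at room temperature. Detection: fluorescence polarization. Read-out: % inhibition of substrate cleavage by Csn5.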
Rpn11 block: blocks the human proteasome subunit Rpn11; O00487; calls only at 20 µM; 360,000 tested, 0.59% active; AID 588493; human 26S proteasome, Ub4-pepOG fluorescence polarization; 20S core pre-blocked with epoxomicin;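 active means inhibition at 20 µM, scaled to each plate's controls, above about 33%, limit read from the data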
Target sequence (O00487 whole entry, looked up): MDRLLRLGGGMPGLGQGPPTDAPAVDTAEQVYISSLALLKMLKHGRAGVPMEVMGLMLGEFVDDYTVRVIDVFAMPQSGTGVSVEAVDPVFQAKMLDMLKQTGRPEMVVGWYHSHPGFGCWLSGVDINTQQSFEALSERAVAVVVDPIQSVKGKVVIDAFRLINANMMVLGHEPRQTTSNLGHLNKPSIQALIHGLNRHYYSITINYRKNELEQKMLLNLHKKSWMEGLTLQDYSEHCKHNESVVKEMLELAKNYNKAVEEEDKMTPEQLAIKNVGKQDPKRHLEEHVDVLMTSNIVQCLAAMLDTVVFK
NadD inh: NadD (S. aureus) enzyme inhibition; purified NadD enzyme, colorimetric absorbance read-out; inhibition, % at 20 µM; 360,000 tested, 0.78% active; in the data active means inhibition above about 26%; further: some compounds past the cut are filed as inactive
STEP inh: blocks human striatal-enriched tyrosine phosphatase; inhibition, % at 20 µM; recombinant STEP, OMFP fluorogenic substrate, fluorescence; P54829; 360,000 tested, 0.25% active;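 active means inhibition at 20 µM, scaled per plate between control wells, above about 37%, limit read from the data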;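 further: 0% = DMSO with enzyme and substrate and 100% = substrate only without enzyme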
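System: STEP (striatal-enriched tyrosine phosphatase) enzyme, cell-free; medium: Bis-Tris pH 6.0 buffer with DTT, detergent; dosing: 20 µM, 1% DMSO; times: reaction 20 min, ambient temperature; detection: fluorescence, 480/540 nm; read-out basis: normalized % inhibition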
LMPTP inh: LMPTP (human) inhibition; recombinant LMPTP-A, OMFP fluorogenic substrate, fluorescence intensity; inhibition, % at 20 µM; 360,000 tested, 0.22% active;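 active means compounds that cut the enzyme signal by at least half of the control window in the single-dose screen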;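 further: plate controls were DMSO wells with enzyme plus substrate for no effect and substrate without enzyme for full effect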
Target sequence (P24666 whole entry, looked up): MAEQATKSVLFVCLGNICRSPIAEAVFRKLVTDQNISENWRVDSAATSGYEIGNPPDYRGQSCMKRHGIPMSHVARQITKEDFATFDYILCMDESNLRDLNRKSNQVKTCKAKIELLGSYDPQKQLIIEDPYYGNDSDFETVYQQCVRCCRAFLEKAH
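material = LMPTP-A | quantity = 0.625 nM enzyme | reagent = OMFP substrate, 400 µM final | buffer or medium = Bis-Tris pH 6.0, DTT, detergent | detection = endpoint fluorescence intensity from OMFP dephosphorylation | dosing = single 20 µM dose | read-out basis = % inhibition relative to no-enzyme and uninhibited control wells | control set = no-enzyme and uninhibited controls | timing = 50 min at room temperature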
SUMO1 PPI mod: alters human SUMO1 binding to SIM partners. P63165. SUMO1 binding to a labelled peptide, TR-FRET, 1 h. inhibition, % at 20 µM. 360,000 tested, 0.33% active. AID 602429; in the data active means inhibition above about 37%
Target sequence (P63165 whole entry, looked up): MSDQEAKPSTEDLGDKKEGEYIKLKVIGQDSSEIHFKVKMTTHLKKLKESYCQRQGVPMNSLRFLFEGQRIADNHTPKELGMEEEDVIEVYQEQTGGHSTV
DNMT1 inh: inhibitors of human DNMT1; P26358; DNMT1 molecular beacon, Hinp1I cleavage, fluorescence; inhibition (reported as % activation of signal), % at 10 µM; 360,000 tested, 0.83% active; in the data active means inhibition above about 50%
Scp-1 inhibitor: blocks human Scp-1 phosphatase activity | Q9GZU7 | 340,000 tested, 0.88% active | Recombinant Scp1, phosphopeptide, malachite green phosphate absorbance | inhibition, % at 20 µM;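 active means inhibition above about 50% at 20 µM, limit read from the data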;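 further: plate controls were DMSO wells with enzyme for no effect and wells lacking enzyme for full effect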
Target sequence (Q9GZU7 76-261 limits assumed): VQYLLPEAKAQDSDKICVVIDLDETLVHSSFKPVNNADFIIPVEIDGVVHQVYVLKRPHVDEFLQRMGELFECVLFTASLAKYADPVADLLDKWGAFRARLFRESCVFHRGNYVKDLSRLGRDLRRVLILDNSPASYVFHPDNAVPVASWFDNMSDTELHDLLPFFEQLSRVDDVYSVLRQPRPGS
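Times: enzyme reaction 45 min at room temperature, colour 5 min, stabilisation 30 min. Material: SCP-1 catalytic fragment, aa 76-261. Medium: Acidic Tris acetate buffer with magnesium and detergent. Signal: colorimetric free-phosphate detection, absorbance 630 nm. Read-out basis: % inhibition of SCP-1 phosphate liberation. Reagent: Phosphorylated 17-residue peptide substrate.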
Active calls of the source: *; i = inactive; / = no result given; + = active, no number. Not a hit list; about 3.8% have a hit in one of these screens.

Every second line gives: Neddylation inh | Rin1 Abl inh | CSN inh | Rpn11 block | NadD inh | STEP inh | LMPTP inh | SUMO1 PPI mod | DNMT1 inh | Scp-1 inhibitor
NC(=O)NC(c1ccccc1)c1ccccc1F (centres undefined)
  i | 0 | -6 | i | -11 | 0 | -0.5 | -1 | -2 | -3
COC(=O)c1oc2nc(C)cc(C)c2c1N
  / | 0 | -3 | i | -4 | 4 | -0.6 | -11 | 1 | -22
COc1ccccc1-c1cccc([C@@H]2C[C@H]3[C@H](CON3C)CN2C)c1
  i | -1 | -1 | i | 1 | -2 | -1.5 | 2 | 1 | 12
CC(C)OCCCNC(=O)c1cn(C)c2ccc(S(=O)(=O)N3CCCC3)cc2c1=O
  i | -1 | 1 | i | 2 | -2 | -0.6 | 1 | 2 | -2
N#Cc1c(N2C(=O)Nc3ccccc3N2O)sc2c1CCCC2
  i | 2 | -14 | i | 1 | 1 | -0.3 | 2 | 2 | -5
O=C(c1cccc(S(=O)(=O)N2CCOCC2)c1)N1CCN(c2ccc(F)cc2)CC1
  i | -2 | -1 | i | 2 | 2 | -0.9 | 0 | 2 | 0
COc1cccc(/C=C/C(=O)OCC(=O)Nc2ccc(Cl)c(S(=O)(=O)N(C)C)c2)c1OC
  + | 4 | -6 | i | -10 | 1 | 1.6 | 3 | -1 | 1
Cn1c(=O)cc(OCC(=O)NC2CCCCC2)c2ccccc21
  i | 4 | -3 | i | -3 | -3 | -1.8 | 1 | 1 | 5
COc1ccc(-c2cc3nc(C)c(CCC(=O)N4CCN(c5ccccn5)CC4)c(C)n3n2)c(OC)c1
  / | 2 | -2 | i | -3 | -1 | 3.6 | -3 | -3 | -4
CCC(Sc1nc2ccncc2[nH]1)C(=O)Nc1ccc(C)c(Cl)c1 (centres undefined)
  i | 3 | 0 | i | -1 | 1 | 11 | 6 | -5 | -9

Single records, as listed above. Screens in order: Neddylation inh | Rin1 Abl inh | CSN inh | Rpn11 block | NadD inh | STEP inh | LMPTP inh | SUMO1 PPI mod | DNMT1 inh | Scp-1 inhibitor
CCC(Sc1nc2ccncc2[nH]1)C(=O)Nc1ccc(C)c(Cl)c1 (centres undefined) across the screens: i | 3 | 0 | i | -1 | 1 | 11 | 6 | -5 | -9
COc1cccc(/C=C/C(=O)OCC(=O)Nc2ccc(Cl)c(S(=O)(=O)N(C)C)c2)c1OC across the screens: + | 4 | -6 | i | -10 | 1 | 1.6 | 3 | -1 | 1

Structures listed so far that contain a Cl atom:
Every second line gives: Neddylation inh | Rin1 Abl inh | CSN inh | Rpn11 block | NadD inh | STEP inh | LMPTP inh | SUMO1 PPI mod | DNMT1 inh | Scp-1 inhibitor
COc1cccc(/C=C/C(=O)OCC(=O)Nc2ccc(Cl)c(S(=O)(=O)N(C)C)c2)c1OC
  + | 4 | -6 | i | -10 | 1 | 1.6 | 3 | -1 | 1
CCC(Sc1nc2ccncc2[nH]1)C(=O)Nc1ccc(C)c(Cl)c1 (centres undefined)
  i | 3 | 0 | i | -1 | 1 | 11 | 6 | -5 | -9

Following part.
Every second line gives: Neddylation inh | Rin1 Abl inh | CSN inh | Rpn11 block | NadD inh | STEP inh | LMPTP inh | SUMO1 PPI mod | DNMT1 inh | Scp-1 inhibitor
Cc1n(CC(O)COC2CCCCC2)c2ccccc2[n+]1C (centres undefined)
  i | 1 | 2 | i | 12 | -1 | -3.5 | -4 | 1 | 12
O=C(COC(=O)CCCN=C1NS(=O)(=O)c2ccccc21)NNC(=O)c1ccccc1
  i | 0 | -5 | i | -1 | -3 | -0.4 | 1 | -1 | -6
CC(C)C(=O)Nc1cccc(NC(=S)NC(=O)c2cccs2)c1
  i | 0 | 1 | i | 0 | 3 | 0.0 | 0 | -4 | -2
O=C(COc1ccc(Cl)cc1)Nc1ccc2oc(=O)ccc2c1
  i | 1 | -2 | i | 2 | -2 | -0.9 | 5 | 4 | -9
CC(=O)Nc1nc(C)c(-c2nc3ccc([N+](=O)[O-])cc3[nH]2)s1
  i | -4 | 0 | i | -5 | -2 | -0.5 | -25 | -1 | -10
CCC(Cc1ccccc1)NC(=O)CN1C(=O)CSc2ncccc21 (centres undefined)
  i | 0 | -1 | i | -4 | -2 | -1.5 | 3 | 2 | -12
CC1(c2ccccc2)NC(=O)N(CC(=O)NC(=O)NC2CCCC2)C1=O (centres undefined)
  i | 3 | -1 | i | -1 | -2 | -1.3 | -6 | 2 | -9
CCOc1ccc(CNC(=O)c2ccc(NC(=O)C3=CSCCO3)cc2)cc1
  i | -3 | 0 | i | -13 | 1 | 0.6 | 7 | 4 | 13
COc1ccccc1N(C)S(=O)(=O)c1ccc(C(=O)NC(C)(C)C)cc1
  i | -1 | 2 | i | 1 | 0 | 0.9 | 0 | -5 | 3
CNc1nc(-c2ccc3c(c2)CCN3C(=O)c2ccccc2F)cs1
  i | 5 | -8 | i | 3 | -1 | 1.2 | -12 | -8 | -8
COc1ccc(C(C)=O)cc1Cn1nc(C)c([N+](=O)[O-])c1C
  i | 2 | 8 | i | -3 | 0 | -0.3 | 5 | 1 | -3
O=C(COC(=O)/C=C/c1ccc(C(F)(F)F)cc1)NC1CC1
  i | 5 | 3 | i | -4 | -1 | -0.5 | -15 | -1 | 1
Cc1c(N=Nc2ccc(O)cc2)c(=O)n(-c2ccccc2)n1C
  i | 0 | -8 | i | -10 | 0 | -1.5 | -20 | -5 | -7
CC(C)Cn1c(N)c(C(=O)COC(=O)CCc2nc3ccccc3s2)c(=O)n(C)c1=O
  i | -5 | -1 | i | -1 | 2 | -1.2 | 1 | 1 | -4
O=C(c1cccc(Cl)c1)N1CCC(N2CCC(C(=O)N3CCCC3)CC2)CC1
  i | 3 | 0 | i | -2 | -1 | -0.3 | 1 | 0 | -10
Cc1cc(O)ccc1NC(=O)c1ccccc1
  i | -2 | 1 | i | -4 | 2 | -1.5 | 4 | -1 | -5
CCN(CC)S(=O)(=O)c1cc(OC)c(C)cc1C
  i | 4 | 2 | i | -9 | 4 | 0.6 | 2 | 0 | -5
COc1cc(C(=O)NCCc2ccc(S(N)(=O)=O)cc2)cc(OC)c1OC
  i | 1 | -4 | i | 7 | 0 | -1.2 | 4 | 5 | -6
CSc1nc(NCc2ccco2)c2ccccc2n1
  i | -2 | 0 | i | 2 | -3 | 9.1 | 2 | 6 | -5
COc1ccc(NCC(=O)N/N=C/C2CCCCC2)cc1
  i | 3 | -1 | i | 6 | -3 | 5.4 | 1 | -7 | -7
CCCCNS(=O)(=O)c1ccc(OC)c(Cl)c1Cl
  i | -4 | 2 | i | 1 | 2 | -0.2 | 3 | -3 | -4
CC(C)(C)NC(=O)C(c1ccncc1)N(C(=O)C1CSC(=O)C1)c1ccccc1 (centres undefined)
  i | 1 | 4 | i | 3 | 3 | -0.4 | 2 | -1 | -3
Cc1cc(C)c(C#N)c(Sc2nnnn2-c2ccccc2)n1
  i | 1 | 2 | i | 0 | 0 | 0.0 | -2 | 2 | -7
CC(C)(C)NC(=O)c1oc2ccccc2c1COc1ccccc1
  i | 6 | -4 | i | -3 | 3 | 4.1 | -2 | -3 | -13
CCOC(=O)c1sc(NC(=O)C(C)Sc2nnc(N)s2)nc1C (centres undefined)
  i | 0 | 3 | i | 1 | 2 | -1.2 | 2 | 1 | -3
CN(CC(=O)Nc1ccc(F)cc1)C(=O)C1CCN(C(=O)Nc2ccccc2)CC1
  i | -1 | -1 | i | 0 | -1 | -6.0 | -4 | -1 | -11
COC(=O)c1cc(=O)n(Cc2ccc(F)cc2)c(=Nc2ccccc2)s1
  i | 0 | 5 | i | -7 | -2 | 1.0 | -1 | 3 | 0
COc1ccc(C(=O)/C=C/c2ccc(N3CCCCC3)c([N+](=O)[O-])c2)c(OC)c1
  i | 0 | 0 | i | -2 | 2 | 5.0 | -17 | -4 | -5
Cc1cc(N2CCCC2=O)c(N)cc1N
  i | -1 | 0 | i | 2 | 0 | -0.5 | 28 | 0 | 2
CC1CCC(=NNC(=O)Cc2cccn2C)CC1 (centres undefined)
  i | 1 | 2 | i | -5 | -3 | -0.6 | 0 | 0 | -3
CCc1cc(C(=O)OC)c(NC(=O)CN2CCN(C(=O)c3ccco3)CC2)s1
  i | -3 | 5 | i | 4 | 2 | 0.5 | 6 | 1 | 2
NS(=O)(=O)c1cccc(NC(=O)CSc2nnc(C3CC3)n2-c2ccccc2)c1
  i | 0 | 0 | i | -2 | 2 | -1.1 | 6 | 3 | -1
Cc1cc(C)c(NC(=O)COC(=O)/C=C/c2cccs2)c(C)c1
  i | 2 | -16 | i | -4 | -3 | -1.9 | -2 | 2 | 3
Cc1ccc(-c2nc(C(=O)NCC3CCCO3)cc3c2[nH]c2ccccc23)cc1 (centres undefined)
  i | -2 | 7 | i | 11 | -1 | 5.9 | 0 | -32 | 10
Cc1ccc(/C(N)=N/OC(=O)Cc2cccc3ccccc23)cc1
  i | -2 | 5 | i | 2 | 0 | 0.7 | -2 | -3 | -9
O=C(NCCN1CCN(c2ccccc2)CC1)C1CCN(S(=O)(=O)c2cccc3nonc23)CC1
  i | -1 | 1 | i | 0 | -1 | 0.3 | -5 | 1 | 10
COc1ccc(CCNc2ccc(N3C(=O)CC(C)C3=O)cc2[N+](=O)[O-])cc1OC (centres undefined)
  i | -14 | -1 | i | -6 | 0 | 1.9 | -33 | -3 | -2
COC(=O)N1C(=O)[C@](c2ccc(OC)cc2)(C(C)C)N1C(=O)OC
  i | -1 | -6 | i | -4 | -1 | 1.3 | 4 | 4 | -5
O=C(NC(=S)Nc1cccc(NC(=S)NC(=O)c2ccccc2)c1)c1ccccc1
  i | 1 | 20 | + | 9 | 0 | -0.4 | -10 | -12 | -10
Cc1ccc(S(=O)(=O)N(Cc2ccccc2)Cc2ccco2)cc1
  i | -1 | -2 | i | -2 | 3 | 2.9 | -1 | -5 | -9
CN1CCN(C(=O)c2cc3c(c(-c4cccc(-c5cccnc5)c4)n2)[C@@H](CCO)N(C(=O)CC2CC2)C3)CC1
  i | / | -4 | / | 6 | / | -1.8 | 4 | / | /
CCOc1ccc2ccccc2c1C(=O)N1CCN(c2ccccc2)CC1
  i | -2 | -8 | i | 3 | -1 | 0.2 | -7 | 0 | -6
CCCC(C)NC(=O)CSc1nnc(-c2c[nH]c3ccccc23)o1 (centres undefined)
  i | -7 | 1 | i | -6 | 0 | 0.0 | 8 | -1 | -7
Cc1cc(NCCCN2CCOCC2)n2c(nc3ccccc32)c1C#N
  / | -7 | 6 | i | 2 | -5 | 0.9 | 6 | 18 | -1
CCCN(CC(=O)Nc1ccc(Cl)cc1Cl)C(=O)/C=C/c1cccc([N+](=O)[O-])c1
  i | 1 | -7 | i | 0 | -2 | 2.1 | -9 | 1 | -12
O=C(Nc1ccc(Cl)cc1C(F)(F)F)C(Sc1nnc(-c2cccs2)o1)c1ccccc1 (centres undefined)
  i | 2 | -14 | i | 12 | 0 | 1.3 | 1 | -14 | -7
